# High-throughput results (PubChem BioAssay)
# GC-A act: GC-A (human) enzyme activation; HEK293 GC-A cells, cGMP TR-FRET, EC30 ANP; 0% at EC30 ANP, 100% saturating ANP; activation, % at 10 µM; 370,000 tested, 0.14% active; AID 1671463; in the data active = activation above about 40%
# rCAG RNA binder: binds r(CAG) RNA repeats; inhibition, % at 3 µM; r(CAG) RNA repeat, TO-PRO-1 dye displacement fluorescence; 370,000 tested, 1.3% active; AID 651821;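 active = inhibition above the plate cutoff, the mean of all test compounds on that plate plus 3 SD, cut at about 35% in these data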;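 also: 0% = DMSO alone and 100% = 100 µM mitoxantrone as full dye displacement; higher means more dye released from RNA so lower well fluorescence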
# SMARCA2 activ: increases SMARCA2 function in MMTV reporter cells; MG213 cells, MMTV-luciferase reporter, dexamethasone, overnight; activation, % at 9.1 µM; 370,000 tested, 1% active; in the data active = activation above about 7.8%;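 also: 0% = vehicle wells and 100% = reference activator wells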
# ASAP1 GAP inh: ASAP1 ArfGAP inhibition; Q9ULH1; ASAP1-stimulated ARF1 GTP hydrolysis, GDP FP detection; inhibition, % at 16.5 µM; 360,000 tested, 0.19% active; AID 624377; in the data active = inhibition above about 25%;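 also: 0% = vehicle with enzyme and substrate and 100% = no enzyme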
# Target sequence (Q9ULH1 325-724 limits assumed): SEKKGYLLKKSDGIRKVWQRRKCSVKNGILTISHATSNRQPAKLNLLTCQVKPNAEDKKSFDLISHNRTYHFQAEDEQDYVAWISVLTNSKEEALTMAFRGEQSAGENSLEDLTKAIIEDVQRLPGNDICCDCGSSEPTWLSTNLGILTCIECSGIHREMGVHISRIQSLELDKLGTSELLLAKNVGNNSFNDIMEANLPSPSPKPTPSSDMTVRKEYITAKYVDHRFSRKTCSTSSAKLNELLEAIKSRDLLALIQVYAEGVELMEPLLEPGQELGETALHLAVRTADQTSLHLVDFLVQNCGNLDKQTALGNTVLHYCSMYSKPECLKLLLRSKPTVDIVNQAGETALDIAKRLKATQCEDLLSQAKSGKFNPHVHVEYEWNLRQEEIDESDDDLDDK
# mABHD4 FP: inhibits mouse alpha/beta hydrolase domain 4; Q8VD66; purified mABHD4, FP-Rh probe fluorescence polarization; inhibition, % at 8.92 µM; 370,000 tested, 0.54% active;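 active = inhibition exceeding the mean over every tested compound plus 3 SD, cut at about 30% in these data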;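 also: 0% = plate median of compound wells and 100% = S159A mutant with DMSO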
# Target sequence (Q8VD66 whole entry, looked up, the tested form may be a part): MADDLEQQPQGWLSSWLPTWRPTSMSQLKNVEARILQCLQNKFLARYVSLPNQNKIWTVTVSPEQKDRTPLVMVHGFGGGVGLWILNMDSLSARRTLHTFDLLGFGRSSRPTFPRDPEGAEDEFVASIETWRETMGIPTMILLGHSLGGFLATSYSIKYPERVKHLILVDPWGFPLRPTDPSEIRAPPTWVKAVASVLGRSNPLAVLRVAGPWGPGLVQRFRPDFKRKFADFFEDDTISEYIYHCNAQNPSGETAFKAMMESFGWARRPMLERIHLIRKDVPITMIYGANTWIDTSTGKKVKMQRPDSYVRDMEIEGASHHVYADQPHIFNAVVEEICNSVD
#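 Test system: mABHD4 protein | Buffer or medium: HEPES pH 7.0 buffer, 150 mM NaCl, 0.01% Pluronic F-127 | Probe or stimulus: FP-Rh fluorescent activity-based probe, added after compound pre-incubation | Timing: Pre-incubation 45 min, probe exposure 60 min, at 25 °C | Technique: Fluorescence polarization, excitation 525 nm, emission 598 nm, BODIPY TMR filters | Repeats: Single well per compound (singlicate)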
# HTRA1 inhibitor: HTRA1 (human) protease inhibition. Q92743. recombinant HTRA1, FP-rhodamine activity-based probe, fluorescence polarization. inhibition, % at 5.96 µM. 340,000 tested, 0.5% active; in the data active = inhibition above about 36%;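 also: 0% = enzyme with DMSO and 100% = wells lacking enzyme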
# NR1D1 modulator: modulators of human Rev-erb alpha DNA binding; 370,000 tested, 0.79% active; Rev-erbα–FITC-DNA binding, fluorescence polarization, 90 min; activity, % at 10 µM; AID 1259318;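 active = activity above about 14%, limit read from the data; passing the limit was not always enough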;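 also: 0% = DMSO wells with 35 nM protein and 100% = DMSO wells with 750 nM protein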
# ARFGAP1 inhibitor: inhibitors of rat ARFGAP1; Q62848; Arfgap1-stimulated ARF1 GTP hydrolysis, GDP FP detection; inhibition, % at 16.5 µM; 360,000 tested, 0.26% active; AID 651572;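 active = inhibition above a per-plate limit, mean inhibition of low control wells plus 3 SD, cut at about 25% in these data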;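 also: 0% = DMSO wells with enzyme and 100% = wells lacking Arfgap1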
# Target sequence (Q62848 1-136 limits assumed): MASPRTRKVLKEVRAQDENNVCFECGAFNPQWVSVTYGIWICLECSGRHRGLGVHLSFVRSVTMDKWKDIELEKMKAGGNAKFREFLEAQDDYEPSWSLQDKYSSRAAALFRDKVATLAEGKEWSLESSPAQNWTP
#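 Assay system: Rat Arfgap1 GAP domain (His6, aa 1-136), purified enzyme | Buffer or medium: HEPES 25 mM pH 7.5, NaCl 150 mM, MgCl2, DTT | Schedule: GTP hydrolysis reaction 2 h at 25 °C | Signal: FP of antibody-bound GDP Alexa 633 tracer, ex 620/em 688 nm | Measure: Percent inhibition of Arfgap1-stimulated GTP hydrolysis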
# PG9 binder: small molecules binding HIV-1 gp120 antibody PG9 | TR-FRET gp120-PG9 antibody binding | inhibition, % at 6.7 µM | 360,000 tested, 0.43% active | AID 624416; in the data active = inhibition above about 8.5%
# NPR2 activator: GC-B (human) receptor activation; 370,000 tested, 0.11% active; AID 1920062; HEK293-GC-B cells, CNP EC30, cGMP TR-FRET; 0% at EC30 CNP, 100% saturating CNP; P20594; activation, % at 10 µM;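 active = activation at 10 µM reaching about 35% in either raw or pattern-adjusted values, limit read from the data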
# * = called active by the depositor; / = no result given.
structure	NPR2 activator	PG9 binder	GC-A act	HTRA1 inhibitor	rCAG RNA binder	NR1D1 modulator	ARFGAP1 inhibitor	SMARCA2 activ	ASAP1 GAP inh	mABHD4 FP
O=[N+]([O-])c1ccc(N/N=C2/CCCCC2c2ccccn2)cc1 (stereo unspecified)	-9.1	-3.7	-4.1	0.8	8.5	4.0	-4.9	5.1	3.3	0.4
CC(C)C(C(=O)Nc1nccs1)N1C(=O)c2ccccc2C1=O (stereo unspecified)	0.2	-2.8	-1.4	11.2	-3.6	5.8	6.3	0.5	-4.4	1.6
COc1ccc(/C=C/C(=O)c2ccccc2)cc1COc1ccc(F)cc1	3.2	-1.0	2.0	-20.3	1.2	1.9	-3.0	-3.4	2.6	2.5
CCn1ncc(Br)c1C(=O)Nc1ccc(F)cc1F	2.3	0.1	-4.0	-4.8	-0.1	2.9	-10.1	0.1	2.1	-1.5
O=C(Nc1ccccc1NC(=O)c1ccc(F)cc1)c1ccc(F)cc1	1.3	-2.5	-0.8	-3.7	-2.0	4.3	-9.1	0.6	5.1	-2.6
COc1ccc2c(C)cc(N3CCOCC3)nc2c1	5.2	-0.8	1.6	2.1	-5.3	2.6	-1.2	0.8	4.9	-1.5
CC1(C)CC(=O)C=C(NCCN2CCNCC2)C1	5.8	0.9	2.2	/	-4.1	-2.0	0.6	-1.1	-0.2	0.9
CCCCN(C(=O)NC(=O)Nc1ccc(C)cn1)S(C)(=O)=O	2.9	0.7	-0.3	8.0	0.6	1.2	6.3	-0.1	2.8	1.9
COC(=O)[C@@H]1C[C@@]2(O)[C@H](O)[C@H](O)[C@H](O)C[C@H]2N1Cc1ccccc1OS(=O)(=O)c1ccc(C)cc1	-2.5	1.9	3.3	8.7	-3.5	0.0	-9.5	-0.6	2.0	6.3
CN(C)/C=C/C(=O)c1ccc(Cl)s1	6.6	0.6	0.7	-12.8	10.1	-7.5	-12.8	2.5	-13.2	-4.8
COc1ccc(/C=C2\SC(=S)N(CCC(=O)N3CCOCC3)C2=O)cc1	-5.2	0.9	3.0	-4.8	3.3	1.7	-2.7	-1.4	-0.7	-2.7
CCC(NC(=O)C1CCCO1)c1ccccc1 (stereo unspecified)	2.9	-1.9	-0.8	2.0	-1.6	-5.9	0.2	-2.2	9.8	2.4
O=C1CCC[C@H]2Cc3nc4ccccc4cc3C[C@]23CCCN13	-0.6	/	-0.9	/	/	-2.2	/	/	/	1.2
CN(CC(=O)Nc1c(Cl)cccc1Cl)C(=O)c1ccccc1Cc1ccccc1	-0.8	0.9	-3.7	-7.4	-7.4	1.6	3.2	-1.8	-21.0	-4.1
COc1ccc(Cl)cc1C(=O)N1CCC2(CC1)CC(=O)c1ccccc1O2	2.2	-1.0	-2.1	1.8	-4.1	-0.8	-8.6	-1.5	-4.4	-2.5
COc1ccccc1C(=O)NCC(=O)NCCc1ccc(Cl)cc1	4.2	-1.0	0.8	2.1	-2.4	0.6	7.1	1.4	-0.6	3.9
Cc1ccc(N(CC(=O)N2CCCCCC2)S(C)(=O)=O)cc1	6.5	4.0	4.7	10.8	3.3	-8.3	-3.6	-4.4	9.7	2.0
O=C(CNC(=O)c1ccccc1F)OCC(=O)c1ccc(Cl)s1	-7.0	-0.8	1.7	-1.4	0.6	-3.8	6.2	0.4	10.6	10.5
CCCCC#Cc1ccccc1COC[B-](F)(F)F	0.3	-0.4	1.8	/	8.5	-10.1	0.9	16.7*	5.5	75.2*
C=CCNC(=O)c1cccc2c1C(=O)c1ccc(N3CCOCC3)cc1S2(=O)=O	1.2	-2.0	-1.3	-1.5	-7.1	4.0	4.9	-1.1	-9.2	-6.6
O=C(NCCCN1CCCC1)c1cc(Sc2ccc(F)cc2)nc2ccccc12	-2.9	-0.6	1.4	-15.3	1.4	-4.9	-4.2	-0.5	10.1	-4.3
CC(=O)Nc1ccc(NC(=O)C/C(C)=N/NC(=O)C(=O)N2CCCC2)cc1	1.6	-1.7	-3.1	6.8	-0.8	-9.7	-0.6	3.0	-3.5	-2.7
CN(C)C(=O)CCc1ccc2c3c([nH]c2c1)[C@]1(CCC2CCCC2)[C@@H](C(=O)N2CCOCC2)C[C@H](CC(=O)NCCC2=CCCCC2)C(=O)N1CC3	-0.5	-1.7	4.9	1.4	4.8	-1.9	9.0	-3.7	-0.2	-0.6
CC1(C)Cc2cccc(C(=O)Nc3ccc(Cl)cc3)c2O1	0.6	0.8	2.2	-21.4	1.7	-1.1	12.4	-3.8	8.5	-6.5
CCn1nc(C(=O)Nc2cc(Cl)ccc2-n2cncn2)c2ccccc2c1=O	-1.4	-1.2	-2.1	-3.8	3.9	-5.1	8.0	-2.5	0.0	0.1
CC1=C(C(=O)N(C)C)CC(CC(=O)NC2CCCCC2)C(=O)N1Cc1ccc(F)cc1 (stereo unspecified)	7.5	-3.0	2.0	/	3.1	-6.1	5.5	-0.1	-6.8	1.4
O=[N+]([O-])c1c(NCCCO)cc(N2CCN(Cc3ccc4c(c3)OCO4)CC2)c2nonc12	-8.3	-1.8	-4.8	-6.5	16.8	-0.9	-11.1	2.7	3.5	4.9
CC(C)NC(=O)c1ccc(C(C)C)cc1	1.8	0.0	3.3	-1.9	-3.4	1.7	-2.1	1.8	8.7	-2.3
N#Cc1c(NC(=O)C2CC(Cl)=CCC2C(=O)O)sc2c1CCCC2 (stereo unspecified)	-2.0	-0.8	0.0	-7.2	34.2	-2.2	4.7	-2.9	-1.4	-14.0
CCOc1ccc(NC(=O)COC(=O)c2ccc3c(c2)OCCO3)cc1	2.2	53.9*	3.0	-7.2	-1.3	3.9	4.3	-2.1	-7.2	-2.6

# Next part, starting with the last 3 of the part before.
structure	NPR2 activator	PG9 binder	GC-A act	HTRA1 inhibitor	rCAG RNA binder	NR1D1 modulator	ARFGAP1 inhibitor	SMARCA2 activ	ASAP1 GAP inh	mABHD4 FP
CC(C)NC(=O)c1ccc(C(C)C)cc1	1.8	0.0	3.3	-1.9	-3.4	1.7	-2.1	1.8	8.7	-2.3
N#Cc1c(NC(=O)C2CC(Cl)=CCC2C(=O)O)sc2c1CCCC2 (stereo unspecified)	-2.0	-0.8	0.0	-7.2	34.2	-2.2	4.7	-2.9	-1.4	-14.0
CCOc1ccc(NC(=O)COC(=O)c2ccc3c(c2)OCCO3)cc1	2.2	53.9*	3.0	-7.2	-1.3	3.9	4.3	-2.1	-7.2	-2.6
COc1ccc(NC(=O)C2(C)CCN2C2Cc3ccccc3C2)cc1OC (stereo unspecified)	1.5	-0.7	1.6	/	-2.4	-0.8	1.8	-0.9	-11.6	-0.3
CC(C)C[C@H]1CNC(=O)C(=O)N1CC1CCN(CCC(C)c2ccccc2)CC1 (stereo partly specified)	5.4	0.8	1.4	/	-1.6	1.4	4.1	-1.9	1.6	5.4
CC(C)=C[C@@H]1C[C@H](C)[C@H]2CC[C@H](C)c3c(O)c(O)c(C)c1c32	3.7	-1.2	1.2	20.9	3.9	1.5	3.5	1.7	11.7	15.2
CC(C)c1ccc(NC(=O)CCNC(=O)N2CC(=O)Nc3ccccc32)cc1	-1.9	-1.6	-5.8	0.7	-5.8	-1.8	3.6	-1.2	4.0	-2.9
C/C(CC(=O)Nc1cccc(Cl)c1Cl)=N\NC(=O)c1ccccc1Br	-2.2	-1.0	2.6	1.5	4.1	4.4	-9.0	0.3	16.1	-17.5
COc1ccc(Nc2nnc(SCC(=O)c3cc4ccccc4o3)s2)cc1	-7.4	-0.2	-0.4	-14.0	24.2	-3.8	14.0	0.5	9.9	-29.9
Cc1ccc2[nH]cc(/C=C/c3cc[n+](C)cc3)c2c1	-11.3	-21.3	-11.6	1.0	-351.0	232.2*	3.7	-4.3	-7.8	-2.8
C/C(=N\Nc1nc(C(=O)O)cs1)c1ccccc1	4.3	-2.2	2.0	/	-2.0	-3.9	4.6	3.1	-1.8	17.6
Cc1ccc(-n2nc3cc(Cl)c(NC(=O)c4ccco4)cc3n2)cc1	-6.5	-2.0	18.5	-26.7	-0.6	0.0	-5.7	6.0	8.9	0.2
O=C1c2ccccc2C(=O)N1CCCn1c2ccc(Cl)cc2c2nc3ccccc3nc21	-1.5	-1.6	2.3	-1.1	0.1	7.7	-7.5	-3.4	-5.5	-1.1
CC(=O)NC(=O)c1ccc(-c2ccc(Cl)cc2)o1	-22.9	-2.4	8.0	1.1	-0.3	2.4	4.7	8.5*	-7.5	-5.5
CC(C)CCNC(=O)CN(CC1CCCO1)C(=O)CCC(=O)Nc1nccs1 (stereo unspecified)	2.2	1.5	2.5	4.5	-10.9	-1.4	1.5	0.3	3.3	0.2
O=C(Nc1ccccc1)c1cc(C2CCCCN2S(=O)(=O)Cc2cccc(C(F)(F)F)c2)on1 (stereo unspecified)	1.0	0.5	-0.2	/	5.4	6.0	-3.0	-3.3	-4.0	-40.2
Cc1ccc(C)c(CN2CCC(CNC(=O)C3CCCN(c4ncnc5c4nc4n5CCCCC4)C3)CC2)c1 (stereo unspecified)	7.5	-0.2	-3.8	/	-1.3	0.4	1.1	0.8	-4.5	-0.5
O=C(CNC(=O)c1ccc(Cl)cc1)Nc1ccc(S(=O)(=O)Nc2ncccn2)cc1	-0.7	-0.1	-0.9	4.1	10.4	1.7	4.3	-2.1	-7.6	-3.0
COC(=O)[C@]1(CC(C)C)N[C@H](c2ccc(SC3CCCCC3)cc2)[C@@H]2C(=O)N(C)C(=O)[C@@H]21	2.1	-1.1	1.8	-9.9	-1.4	6.8	2.6	0.4	-5.0	7.0
Cc1cc(=O)[nH]c(NCc2ccccc2)n1	-0.8	4.7	-2.2	9.9	-3.5	-1.5	7.3	-3.3	2.8	8.7
COC(=O)CC(c1ccc(C#N)cc1)n1c(C)ccc1C (stereo unspecified)	-1.0	1.5	-5.1	4.7	-1.6	0.7	-6.7	-1.4	8.3	2.9
Nc1nc2c(ncn2[C@@H]2O[C@H](CNCC3=Cc4cc(O)ccc4OC3)[C@@H](O)[C@H]2O)c(=O)[nH]1	38.8*	-1.1	47.1*	/	3.8	2.2	5.6	6.3	-3.5	-5.2
COc1ccc(-c2nnn(CC(=O)N(CC(=O)NCCC(C)C)Cc3cccs3)n2)cc1OC	-3.3	-4.4	5.2	-4.9	1.3	-0.4	-5.2	0.9	4.7	-3.9
CN(CC(=O)N1CCc2[nH]c3ccc(F)cc3c2C1)CC1OCCO1	1.5	-0.5	-0.5	/	-5.5	1.5	4.8	-0.1	-7.8	-2.1
Cn1nc(C(=O)NC2CCCCC2)c2ccccc2c1=O	-0.9	-0.8	-4.3	5.7	-5.0	3.0	16.8	-2.8	0.9	2.5
Cc1c(NC(=O)C(Sc2ccccc2)c2ccccc2)cccc1[N+](=O)[O-] (stereo unspecified)	-3.4	-0.1	-8.1	-1.7	5.9	7.7	-5.8	1.2	11.7	-11.8
